# HCV inhibitor: blocks hepatitis C virus; 340,000 compounds, 3.4% hits; Huh7.5.1 HCVcc-Cre infection, luciferase reporter, 44 h; Potency, µM (highest dose often 41.8 µM), for the others: top-dose activity change, negative = inhibition, most hits filed as inhibitors; note: potency is the fitted concentration of half-maximal effect; % is set by controls: 0 for no effect and ±100 for the full control effect
#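 Reporter virus HCVcc-Cre (~0.5 moi) infects cells exposed to compound; seeding density 1,000 cells/well with 4 h settling beforehand. Luminescence, 15 sec read, taken 44 h post-infection following a 15 min RT substrate incubation.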
# Pf growth 96h: inhibits malaria parasite growth, 96 h. P. falciparum luciferase reporter growth, 96 h. Potency, µM (doses to about 28.7 µM), for inactives: at the top dose activity change, negative = inhibition, most hits filed as inhibitors. 320,000 compounds, 6.9% hits. AID 504834; note: potency is the fitted concentration of half-maximal effect; % is set by controls: 0 for no effect and ±100 for the full control effect
#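 P. falciparum expressing integrated firefly luciferase grown in erythrocytes (2% hematocrit, 0.05% parasitemia final) with compounds for 96 hours at 37 C, 5% CO2. Growth inhibition read as loss of luminescence after adding luciferase detection reagent.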
# Shiga inhibitor: blocks Shiga toxin action in Vero cells; Vero cells, Shiga toxin protein synthesis inhibition reporter; inhibition, % at 38.7 µM; 290,000 compounds, 9.2% hits; in the data active = inhibition mostly above about 28%, no sharp cut-off; inactive = mostly below about 43%; note: 0% is about no effect
# CHX counter: affects cycloheximide protein synthesis inhibition readout, counter-screen; cell reporter, cycloheximide protein synthesis inhibition counterscreen; max response, %; 300,000 compounds, 12% hits; in the data active = max response mostly above about 13%, no sharp cut-off; inactive = mostly below about 14%; note: read at 38.3 µM for the half of the compounds with a filed dose; 0% is about no effect
# Pf growth 48h: P. falciparum growth inhibition at 48 hours (one generation); P. falciparum luciferase growth in erythrocytes, 48 h; Potency, µM (top dose mostly 28.7 µM), inactives show at the highest dose activity change, negative = inhibition, hits mostly inhibitors; 310,000 compounds, 5.9% hits; note: potency is the fitted concentration of half-maximal effect; % is set by controls: 0 for no effect and ±100 for the full control effect
#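 In quantitative HTS format, infected erythrocytes bearing luciferase-reporter parasites were treated for a single generation at 37 C. Luminescence after adding detection reagent served as the growth measure.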
# Tb PYK inh: T. brucei pyruvate kinase inhibition; Potency, µM (doses to about 76.8 µM), without a hit: at the top dose activity, negative = inhibition, most hits filed as inhibitors; 410,000 compounds, 0.12% hits; TbPYK enzyme, Kinase-Glo Plus ATP luminescence, 45 min; Q57TT1; note: potency is the fitted concentration of half-maximal effect; % is set by controls: 0 for no effect and ±100 for the full control effect; nearly all actives have a fitted effect of over 50% in size
#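 Assay buffer: 50 mM TEA pH 7.2, 100 mM KCl, 10 mM MgCl2, 0.05% BSA, 0.01% Tween-20. Pyruvate kinase from T. brucei plus substrate met compound, then ADP (130 uM final). Luminescence was read post 45 min RT.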
# LmPK inh: inhibitors of Leishmania mexicana pyruvate kinase; purified LmPK, Kinase-Glo ATP luminescence, 1 h; Potency, µM (titrated, usually from 57.5 µM), inactives show at the top dose activity change, negative = inhibition, hits mostly inhibitors; 290,000 compounds, 0.37% hits; note: potency is the fitted concentration of half-maximal effect; % is set by controls: 0 for no effect and ±100 for the full control effect
# Target sequence (Q27686 whole entry, looked up): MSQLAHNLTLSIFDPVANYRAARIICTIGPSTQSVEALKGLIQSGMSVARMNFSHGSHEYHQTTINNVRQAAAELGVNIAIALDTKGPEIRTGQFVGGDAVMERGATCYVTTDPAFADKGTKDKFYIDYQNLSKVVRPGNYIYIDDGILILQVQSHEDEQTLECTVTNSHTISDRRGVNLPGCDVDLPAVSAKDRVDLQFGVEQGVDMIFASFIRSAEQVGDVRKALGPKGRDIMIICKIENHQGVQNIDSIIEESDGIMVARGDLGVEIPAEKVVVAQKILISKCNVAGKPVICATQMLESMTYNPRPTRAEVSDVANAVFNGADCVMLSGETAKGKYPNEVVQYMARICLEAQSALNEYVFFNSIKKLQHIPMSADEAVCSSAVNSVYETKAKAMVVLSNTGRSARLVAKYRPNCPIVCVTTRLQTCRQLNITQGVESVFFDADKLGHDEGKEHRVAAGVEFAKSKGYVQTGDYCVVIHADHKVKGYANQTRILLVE
#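 Screened at intermediate enzyme activity to detect both inhibitors and activators: LmPK at 0.1 nM, with a 0.5 nM enzyme column as activation reference. PEP 0.5 mM, ADP 0.1 mM; ATP detected by luminescence after 1 h.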
# Active calls of the source: *; ? = inconclusive; nt = not tested or not shown; & = joins results of further samples; ! = repeats disagree; [ ] = another dose, or the depositor's remark. Unless noted, calls come from the whole dose curve; as a rule, active = well fitted curve in the direction sought with a large enough effect; inconclusive = small, poorly fitted or top-dose-only effect, or another doubt; inactive = no such curve, though single readings can be large; an effect the other way counts as inactive or inconclusive. Rows were taken by chance. Share with any hit: about 24%.
SMILES,HCV inhibitor,Pf growth 96h,Shiga inhibitor,CHX counter,Pf growth 48h,Tb PYK inh,LmPK inh
CCOC(=O)N1C2=NC(C(=O)OC)=C(C(=O)OC)[C@@H]3N(C)c4ccc(OC)cc4[C@]23C[C@H]1C(=O)OC,21%,nt,nt,nt,nt,1%,-2%[11.5 µM]
c1ccc(-n2c(-c3ccncc3)nnc2-c2cccs2)cc1,3%,-6%,-7,-1,2%,-6%,2%
O=C(CNC(=O)c1[nH]cnc1C(=O)NC(c1ccccc1)c1ccccc1)OCc1ccccc1,10%,1.9µM*,6,5,?,-13%,-5%
COC(=O)c1ccc(NC(=S)N2CCN(Cc3ccccc3Cl)CC2)cc1,-10%,28%,-14,1,1%,-8%,15%
CCCCC(=O)Nc1ccc(C(=O)NNC(=O)CCc2ccccc2)cc1,-9%,32%[activator],12,7,0%,0%,-2%
CCN(CC(=O)Nc1c(F)cccc1F)C(=O)CCC(=O)c1ccc(C)cc1,7%,34%[activator],nt,nt,-29%,4%,nt
CCOC(=O)c1oc2ccccc2c1NC(=O)c1ccc(S(=O)(=O)N(C)C)cc1,8%,68%[activator],-2,1,?,9%,4%
Cc1ccccc1CC1(CO)CCCN(C(=O)c2cc(-c3ccccc3)no2)C1 (configuration not stated),-4%,?,51,13,-39%,6%,4%
COC(=O)CSc1nc(-c2ccccc2)nc2ccc(F)cc12,-26%,41%[activator],-12,-1,11%,nt,-2%
COc1ccc(/C=C/C(=O)NC2CCS(=O)(=O)C2)cc1 (configuration not stated),11%,-4%,nt,nt,-19%,-3%,nt
O=C(NCc1ccco1)c1cc(S(=O)(=O)N2CCOCC2)ccc1Br,13%,92%[activator],-8,3,12%,1%,-7%
COc1ccc(CCNC(=O)CSc2nnc(-c3ccc(F)cc3)c3ccccc23)cc1OC,-10%,5.2µM*,-4,-2,9.3µM*,-5%,3%
CCCCc1cc(=O)oc2c(CN3CCCC3)c(O)c(Cl)cc12,-20%,nt,-12,-4,5%,13%,-11%
CN1CCN(C(=O)c2cnn(-c3ccccc3)c2NC(=O)c2ccc([N+](=O)[O-])cc2)CC1,-2%,?,-12,-2,?,-4%,4%
NC(=O)CC(NC(=O)c1cccc(Br)c1)c1ccc(N2CCCCCC2)c([N+](=O)[O-])c1 (configuration not stated),?,?,53,7,5%,-4%,-2%
Cc1cccc(C(=O)NNC(=O)c2ccc(Cl)cc2)c1O,1%,89%[activator],79*,30*,78%[activator],5%,3%
Cc1cc(C)c(OCCNCc2ccccc2)c(C)c1,-19%,6%,nt,-3,-16%,20%,0%
O=c1oc2cc(O)ccc2c2oc3cc(O)ccc3c12,-12%,-11%,31*,13*,-1%,-10%,-5%
CC1=NN(c2nc3ccccc3[nH]2)C(=O)/C1=C/N(C)C,?,?,2,-5,126%[activator],?,14µM*
O=[N+]([O-])c1ccc(N2CCC(=NOCc3ccc(Cl)cc3)CC2)cc1,-22%,?,-11,-3,?,-12%,2%
COc1cc2nc(=S)n3[nH]c(COc4ccccc4C)nc3c2cc1OC,-11%,-8%,-12,8,?,2%,0%
CCOc1ccc(Cn2nnc(C(=O)Nc3cc(C)cc(C)c3)c2N)cc1,-10%,?,-5,-2,-9%,-5%,1%
CC(C)(C)c1nnc(NC(=O)C2CCN(C(=O)c3ccco3)CC2)s1,10%,-18%,18,-8,-17%,-5%,2%
CCOC(=O)CCc1c(C)nc2cc(-c3ccccc3OC)[nH]n2c1=O,5%,?,6,-3,?,2%,-3%
O=C1Nc2ccccc2/C1=C/c1ccnc2ccccc12,-26%,0%,19,-4,13%,-3%,-3%
# Further records follow:
SMILES,HCV inhibitor,Pf growth 96h,Shiga inhibitor,CHX counter,Pf growth 48h,Tb PYK inh,LmPK inh
CCCOc1ccc(Cc2c(O)nc(N)[nH]c2=O)cc1C,8%,-17%,2,-2,-6%,-1%,0%
Cc1ccc(NC(=O)c2ccccc2Br)cc1S(=O)(=O)N(C)C,?,?,41,13,?,4%,8%
O=C(CCl)N=c1sccn1Cc1ccccc1Cl,0.56µM*,0.74µM*,17,9,0.26µM*,-4%,0%
O=C(CC1S/C(=N\S(=O)(=O)c2ccccc2)N(c2ccccc2)C1=O)Nc1ccc(F)cc1 (configuration not stated),23%,0%,-8,2,18%,-8%,0%
Cc1cccc(N2C(=O)C3C4C=CC(C5CC45)C3C2=O)n1 (configuration not stated),21%,-9%,-7,-2,4%,3%,-7%
OCCCc1nc2ccccc2n1CCOc1ccccc1,-3%,?,-18,-3,?,-4%,1%
CCOc1cc(NC(=S)Nc2cccc(C)c2)c(OCC)cc1NC(=O)CC(C)C,-19%,-13%,-4,-1,-9%,2%,-1%
O=C(CCNS(=O)(=O)c1cccc(Cl)c1)OCC(=O)N1CCN(C(=O)c2ccco2)CC1,1%,0%,nt,nt,-14%,-3%,nt
CC(C)(C)[C@H]1C=C(C(=O)N2CCN(Cc3ccccc3)CC2)O[C@@H](OCc2ccc(CO)cc2)C1,20%,?,-7,1,?,1%,-1%
O=C1C2CCCN2C(c2ccc(F)cc2)N1c1ccc(Cl)cc1 (configuration not stated),-10%,26%,17,4,nt,-5%,1%
Cc1cc(NC(=O)c2cccc3c2C(=O)N(C2CCCCC2)C3)ccc1Br,4%,?,-10,8,?,3%,1%
O=C(Nc1ccc2nsnc2c1)N1CCCCC1,-15%,22%,55,30*,nt,-5%,1%
COCCN=c1scc(-c2ccccc2)n1/N=C/c1c[nH]c2ccccc12,?,?,29,17*,?,2%,8%
Cc1ccccc1SCC(=O)N/N=C/c1ccc(F)cc1,9%,21%,-3,2,6%[0.00184 µM],4%,0%
CC1CN(C(=O)Cn2cc(S(=O)(=O)CC(=O)N(C)c3ccccc3)c3ccccc32)CC(C)O1 (configuration not stated),6%,13µM*,-12,-1,-12%,-10%,-6%
CC(C)C(NC(=O)C1CCC(C(C)(C)C)CC1)C(=O)NCc1cccnc1 (configuration not stated),7%,nt,-15,3,?,0%,6%
CC[C@@H](C)[C@H](CN[C@H](CNC)C(C)C)NC[C@@H](C)c1ccc(CC(C)C)cc1,?,?,-10,-8,?,-9%,0%
Cn1c(=O)n(Cc2ccc(F)cc2)c(=O)c2c1nc1n2CCCN1C1CCCCC1,12%,78%[activator],15,-4,?,3%,-1%
Cc1ccc(NC(=O)Cn2cc(S(=O)(=O)c3ccccc3)c(=O)c3cc(F)ccc32)cc1,3%[8.37 µM],2%,-14,-4,12%,7%,2%
Cc1ccc2nc(NC(=O)C3=NN(c4ccccc4)C(=O)CC3)sc2c1,2%,-21%,31,8,31%[activator],3%,0%
Cc1[nH]n(-c2ccccc2)c(=O)c1CCOC(=O)c1cccc(C(F)(F)F)c1,-4%,?,-10,-1,?,9%,1%
Cc1cccc(NC(=O)c2ccc(F)c(S(=O)(=O)N3CCC4(CC3)OCCO4)c2)c1,?,-8%,28,34*,?,-5%&5%,-10%
COc1cccc(NC(=O)CN(C)C(=O)c2cc(-c3ccc(F)cc3)nc3ccccc23)c1,?,?,nt,nt,?,-7%,nt
O=C(Nc1ccc2nc(-c3ccccc3)[nH]c2c1)c1cccs1,?,?,39,32*,nt,-1%,3%
CCOC(=O)C(NC(C)=O)C(=O)O (configuration not stated),6%,28%,-6,-1,0%,-3%,-5%
# More entries.
SMILES,HCV inhibitor,Pf growth 96h,Shiga inhibitor,CHX counter,Pf growth 48h,Tb PYK inh,LmPK inh
O=C(Cc1ccc([N+](=O)[O-])cc1)Nc1cccnc1,8%,8%,18,-3,85%[activator],-7%,-7%
COc1ccccc1N=Nc1c(C)[nH][nH]c1=O,-28%,4%,35,11,36%[activator],1%,1%
O=C1CSc2ccc(S(=O)(=O)N3CCN(c4ccccc4)CC3)cc2N1,0%,14%,24,5,-26%,-2%,-1%
CN(C(=O)c1nn(C)c2c1CS(=O)(=O)c1ccccc1-2)c1cccc(Cl)c1,10%,-3%,-4,1,-25%,14%&0%,0%
O=C(NCc1n[nH]c(=S)n1-c1cccc(C(F)(F)F)c1)c1ccc(S(=O)(=O)N2CCCCC2)cc1,-1%,10%,4,0,-25%,?,6%
CCOc1ccccc1Nc1nc2ccc(C)cc2n2cnnc12,-25%,59%[activator],14,-2,1%,0%,2%
CCOC(=O)N1CCN(C(=O)C(NC(=O)C2CCC(C)CC2)C(C)C)CC1 (configuration not stated),2%,-7%,-14,-3,4%,-3%,2%
CSc1ccccc1NC(=O)CN(c1cc(C)cc(C)c1)S(C)(=O)=O,-6%,nt,13,-1,-10%,-4%,5%
O=C(CN1C(=O)NC2(CCCCCC2)C1=O)c1ccc(Cl)s1,-19%,2%,nt,nt,?,-1%,nt
O=C(OCc1c(F)cccc1Cl)c1cc([N+](=O)[O-])ccc1N1CCOCC1,11µM*,7%,nt,nt,?,3%,nt
O=C(OCC(=O)N1CCc2ccccc21)c1ccccc1,?,187%[activator],118*,43*,181%[activator],0%,-25%
C=CCOc1ccc(C2/C(=C(\O)c3ccc4c(c3)CC(C)O4)C(=O)C(=O)N2CCN2CCOCC2)cc1OCC (configuration not stated),-18%,3%,-8,11,-16%,5%,-3%
O=S(=O)(c1ccc(Cl)cc1)N1CCN(Cc2c[nH]c3ccccc23)CC1,5%,nt,-15,0,11%,nt,7%
CN(C)c1cccc(C(=O)n2cc(C(=O)c3cc(F)ccc3O)cn2)c1,-21%,-4%,97*,20,68%[activator],0%,1%
CCOC(=O)c1sc(C)c2c(=O)n(CCc3ccccc3)nnc12,22%,-1%,22,1,5%,6%,-2%
Cc1ccc(-n2nc3c(c2NC(=O)c2ccco2)CS(=O)(=O)C3)cc1,11%,?,-11,11,6%,10%,4%
O=C(NNC1=Nc2ccccc2SC1)c1ccccc1F,14µM*,?,72*,39*,?,3%,3%
CC(C)N1CCC(N2CCN(C3CCCC3)CC2CCO)CC1 (configuration not stated),4%,13µM*,-7,0,-14%,-6%,-1%
COc1cc2c3cc1Oc1cc(ccc1O)C[C@@H]1c4c(cc(OC)c(O)c4Oc4ccc(cc4)C[C@H]3N(C)CC2)CCN1C,7.9µM*!,1.7µM*,-13,-3,2.1µM*,2%,4%
CCOC(=O)CNC(c1ccccc1)c1cc(Br)ccc1NC(=O)OCC (configuration not stated),-22%,?,-6,0,?,2%,-1%
COc1cc(C(CCN2CCCCC2)c2c(OC)cc(OC)c3c(-c4ccccc4)cc(=O)oc23)cc(OC)c1OC (configuration not stated),-26%,5.9µM*,-23&-5,-14&-3,10µM*,-5%,4%

# Compound profiles (already shown). Screens in order: HCV inhibitor, Pf growth 96h, Shiga inhibitor, CHX counter, Pf growth 48h, Tb PYK inh, LmPK inh
# O=C(OCc1c(F)cccc1Cl)c1cc([N+](=O)[O-])ccc1N1CCOCC1 in the list: 11µM*, 7%, nt, nt, ?, 3%, nt
# CCOC(=O)CNC(c1ccccc1)c1cc(Br)ccc1NC(=O)OCC (configuration not stated) in the list: -22%, ?, -6, 0, ?, 2%, -1%
# CN(C(=O)c1nn(C)c2c1CS(=O)(=O)c1ccccc1-2)c1cccc(Cl)c1 in the list: 10%, -3%, -4, 1, -25%, 14%&0%, 0%
# CCOC(=O)N1CCN(C(=O)C(NC(=O)C2CCC(C)CC2)C(C)C)CC1 (configuration not stated) in the list: 2%, -7%, -14, -3, 4%, -3%, 2%

# Screens: PubChem BioAssay, National Center for Advancing Translational Sciences (NCATS)
